Source: PubChem BioAssay (Small Molecule Screening Facility, UW Madison)
RMI-FANCM inh = inhibitors of human RMI core complex binding to FANCM MM2; Fluorescence polarization, RMI core complex with F-MM2 peptide; stronger effect = lower value; FP signal (polarization) at 33 µM; 70,000 tested, 0.58% active; AID 1159607; in the data active = FP signal below about 40; note: inactives centre near 61; strong numbers were not always called active; unit not given here
* marks the source's active call; other numbers are inactive results; & = joins results of further samples. These rows are one share of the data (hit frequency here may not be typical).

A first look:
smiles | RMI-FANCM inh
COc1ccc(S(=O)(=O)Nc2ccc3c(c2)N(CCC(C)C)C(=O)C(C)(C)CO3)cc1OC | 68
COc1ccc(-n2nnc(C(=O)OCc3ccccc3F)c2C)cc1Cl | 67
COc1ccc(/C(Cl)=C(\C=N/O)c2ccc(OC)cc2)cc1 | 60

The listing, repeating the preview:
smiles | RMI-FANCM inh
COc1ccc(S(=O)(=O)Nc2ccc3c(c2)N(CCC(C)C)C(=O)C(C)(C)CO3)cc1OC | 68
COc1ccc(-n2nnc(C(=O)OCc3ccccc3F)c2C)cc1Cl | 67
COc1ccc(/C(Cl)=C(\C=N/O)c2ccc(OC)cc2)cc1 | 60
Cc1ccc(C(=O)N2CCN(CC(=O)Nc3cc(-c4ccccc4)sc3C(N)=O)CC2)cc1 | 60
COc1cccc(C(=O)NCCCn2nc(-c3cccnc3)ccc2=O)c1OC | 70
CCCCOc1ccc(C(=O)Nc2ccc3c(c2)N(C)C(=O)C(C)(C)CO3)cc1 | 67
COc1ccc(N2C(=O)C(O)=C(S(=O)(=O)c3ccc(C)cc3)C2c2ccc(F)cc2)cc1 (stereo not given) | 60
Cc1nnc(SCC(=O)Nc2cccc(Cl)c2)c2c1cnn2-c1ccc(F)cc1 | 65
COc1ccc(NC(=O)CN2CCC(C(=O)NCc3cccs3)CC2)c(OC)c1 | 55
Cc1cc(NC(=O)C(=O)NCCN2CCOCC2)c2ccccc2n1 | 58
O=C(Nc1nc2ccc(Cl)cc2s1)c1ccc2c(c1)OCCO2 | 105
COC(=O)c1ccc(C(=O)Nc2cccc3c2C(=O)N(C)C3=O)cc1 | 59
O=C(CCS(=O)(=O)c1ccccc1)Nc1nc2ccc(F)cc2s1 | 75
COc1cccc(-c2ccc(=O)n(CCCC(=O)Nc3nc4ccccc4s3)n2)c1 | 62
Nn1c(SCC(=O)Nc2ccccc2F)nnc1-c1ccccc1 | 56
CCCCCNC(=O)C(=O)c1c[nH]c2ccccc12 | 59
Cn1c(=O)c2c(nc(N3CCc4ccccc4C3)n2C)n(C)c1=O | 67
Cc1sc(NC(=O)c2ccc3ncsc3c2)c(C#N)c1C | 141
O=C(Nc1sc2c(c1-c1nc3ccccc3s1)CCCC2)C1CCCN1S(=O)(=O)c1cccs1 (stereo not given) | 53
O=c1[nH]c2ccccc2c(=O)n1CCc1nc(-c2ccc(F)cc2)no1 | 65
O=C(NNC(=O)c1cccn(Cc2cccc(F)c2)c1=O)NC1CCCCC1 | 60
CCc1nnc2ccc(N3CCN(S(=O)(=O)c4cccc(C(F)(F)F)c4)CC3)nn12 | 68
CCOc1coc(C(=O)Nc2cccc(F)c2)cc1=O | 63
CCCCOc1ccccc1-c1cc2c(SCC(=O)Nc3ccc(C)c(F)c3)nccn2n1 | 75
CCS(=O)(=O)NCCc1csc(C)n1 | 62
O=C(Cc1ccc2c(c1)OCO2)N1CCCCC1 | 53
Cc1cc(Br)c(S(=O)(=O)N2CCC(C(N)=O)CC2)cc1C | 58
Cc1c(S(=O)(=O)N2CCCC2c2ccc(F)cc2)cnn1-c1ccccc1 (stereo not given) | 59
Cc1cc(C(=O)NNc2ccc(C(C)(C)C)cc2)no1 | 58
O=C(Nc1nc(-c2cc(Cl)sc2Cl)cs1)c1ccc(Br)cc1 | 77
CCOC(=O)c1cn2c3c(cccc3c1=O)CCC2 | 68
O=C(COc1ccc(Cl)cc1Cl)N1CCC(CN2C(=O)c3cccc4cccc(c34)C2=O)CC1 | 60
O=C(c1cc2ccccc2o1)N(CCn1cccn1)c1nc2c(Cl)cccc2s1 | 81
O=C(Nc1nc2c(s1)-c1cccc3cccc-2c13)c1ccc(Cl)s1 | 52
CCOc1ccc(-c2cc(=O)n(CC(=O)Nc3ccccc3C(N)=O)cn2)cc1 | 63
C#CCn1c(=NC(=O)c2ccc(C(C)=O)cc2)sc2c(C)cc(C)cc21 | 73
NNC1CCS(=O)(=O)C1 (stereo not given) | 62
CCOC(=O)CCCCCCCCCCCCC1C=CCC1 (stereo not given) | 62
Cc1ccc(N2CC(NC(=O)N3CCn4cccc4C3c3ccccc3F)CC2=O)cc1 (stereo not given) | 54
COc1cccc(C(=O)Nc2nnc(Cc3ccc(S(=O)(=O)C(C)C)cc3)o2)c1 | 64
CSc1ccc(-c2noc(C3CCCN(S(=O)(=O)c4cccs4)C3)n2)cc1 (stereo not given) | 75
Fc1cc2n[nH]nc2cc1Cl | 54
COc1cccc(C(CNC(=O)C(=O)Nc2cc(C)on2)N2CCOCC2)c1 (stereo not given) | 53
COc1cc(Cl)ccc1S(=O)(=O)n1cnc2cc(C)c(C)cc21 | 58
O=C(Nc1cccc2cccnc12)C(Cl)(Cl)Cl | 59
Cc1nc2ccc3nc(N)sc3c2s1 | 61
CCOC(=O)N1CCN(C(=O)Cc2c(C)nc(SCc3ccccc3F)[nH]c2=O)CC1 | 64
O/N=C(/c1ccc(Cl)cc1)c1cc2ccccc2o1 | 56
CSc1ccc2nc(N(Cc3cccnc3)C(=O)c3ccc(C(=O)c4ccccc4)cc3)sc2c1 | 66
CCOC(=O)C(C#N)=C1C=C(C)N(c2ccc(OC)cc2[N+](=O)[O-])C(C)=C1 | 59
O=C(Cc1cc(=O)[nH]c(SCc2ccc(F)cc2)n1)Nc1ccc(Cl)c(Cl)c1 | 78
COc1cccc(CSc2nc(CC(=O)Nc3nnc(C)s3)cc(=O)[nH]2)c1 | 34*
Cc1ccc(NC(=O)CCCn2nc(-c3ccco3)ccc2=O)cc1F | 64
Cc1ccccc1-c1noc(CSc2nc3cc(-c4ccccc4)sc3c(=O)n2C)n1 | 62
CCOc1ccccc1NCCn1c(C)cn2c3c(=O)n(C)c(=O)n(C)c3nc12 | 65
COc1cc(/C=C/c2ccc(O)cc2)cc(OC)c1 | 61
Cn1c(-c2ccccn2)n[nH]c1=S | 53
O=C(CSc1nccn2nc(-c3ccc(Cl)cc3)cc12)Nc1ccc2c(c1)OCCO2 | 87
O=C(Nc1n[nH]c(=S)s1)c1cccc(C(F)(F)F)c1 | 57
O=C(O)CSCC(=O)Nc1nc(SCc2ccc(Cl)cc2)n[nH]1 | 57

Other records follow:
smiles | RMI-FANCM inh
Fc1ccc(Cn2[nH]nnc2=S)cc1 | 57
COc1ccc(/C(C)=N\OC(=O)c2ccc([N+](=O)[O-])cc2)cc1CN1CCCC1 | 67
O=S(=O)(c1cc(F)ccc1F)N1CCN(c2ccc3nnc(C4CC4)n3n2)CC1 | 64
O=C(NC1NC2=C(CCc3ccccc32)S1)c1ccc(S(=O)(=O)N2CCc3ccccc3C2)cc1 (stereo not given) | 66
Cc1ccc(C(C)C)c(OCC(O)CNCC2CCCO2)c1 (stereo not given) | 73
NC(=O)Cc1csc(Nc2ccccc2)n1 | 65
Cc1nc2ccc(NC(=O)Nc3ccccc3F)cc2c(=O)n1-c1ccccc1 | 63
Cc1csc(CN2CCN(C(=O)c3c(F)cccc3Cl)CC2)n1 | 62
CCCN1C(=O)C(C)(C)COc2ccc(NS(=O)(=O)c3c(C)c(C)c(C)c(C)c3C)cc21 | 81
CCOC(=O)C1=C(C)NC(=S)NC1c1cccc2ccccc12 (stereo not given) | 70
O=C1N=c2ccccc2=C1c1sc(=O)n(CC(=O)c2ccccc2)c1O | 55
Cc1cc2cc(CCNC(=S)Nc3ccc(Cl)c(Cl)c3)c(=O)[nH]c2cc1C | 70
O=C(CCSc1nc2sc3c(c2c(=O)n1-c1ccccc1)CCC3)Nc1ccc(-c2nc3ccccc3s2)cc1 | 74
N#C/C(=C\N1CCC(C(N)=O)CC1)C(=O)NCCc1ccccc1 | 62
CCN1C(=O)c2cccc3c(S(=O)(=O)Nc4nc5ccccc5s4)ccc1c23 | 51

Marked active in RMI-FANCM inh, among the entries above:
smiles | RMI-FANCM inh
COc1cccc(CSc2nc(CC(=O)Nc3nnc(C)s3)cc(=O)[nH]2)c1 | 34*

Next section:
smiles | RMI-FANCM inh
CN(C)c1ccc(/C=N\Nc2cnc3ccccc3n2)c(Cl)c1 | 65
CCOC(=O)c1ccc(S(=O)(=O)N2CCN(c3ccc4nnc(CC)n4n3)CC2)cc1 | 67
COC(=O)C1=C(C)N(C)C(=O)NC1c1c(Cl)nc2ccccn2c1=O (stereo not given) | 59
O=c1c2nc(N3CCOCC3)sc2c(-c2cccs2)nn1Cc1cccc(F)c1 | 66
Cc1nc(C(=O)NNC(=O)Nc2ccccc2)cs1 | 56
CCc1ccc(S(=O)(=O)N2CCC(c3nnc(CC)s3)CC2)cc1 | 60
COc1cc2c(cc1OC)C(C)N(C(=O)c1snnc1C)CC2 (stereo not given) | 52
CC(C)(C)SCCNC(=O)C(C)(C)C | 46
CC(C)(C)C(=O)NC(=O)Nc1ccccc1C(F)(F)F | 57
CC(=O)c1ccc(NC(=O)CN2CCN(Cc3nc(-c4ccccc4)cs3)CC2)cc1 | 59
Cc1ccc(SCC(=O)Nc2ccc(F)cc2)cc1 | 53
COc1ccc(-n2c(=O)[nH]cc(C(=O)Nc3cccc(Cl)c3C)c2=O)cc1 | 59
CCOc1cccc2sc(N3CCN(C(=O)c4ccccc4NS(=O)(=O)c4ccc(C)cc4)CC3)nc12 | 61
O=C(Nc1ccc2c(c1)CCCN2C(=O)c1ccco1)c1cccc(C(F)(F)F)c1 | 55
CCOc1ccc(-n2ccn(CC(N)=O)c(=O)c2=O)cc1 | 53
COC(=O)N1C2C=CC(C2)C1(C(F)(F)F)C(F)(F)F (stereo not given) | 52
O=C(CCCCCn1c(=S)[nH]c2ccccc2c1=O)NCc1ccccn1 | 64
Cc1ccc(-n2ncc3c(C)nnc(SCC(=O)N4CCC(C)CC4)c32)cc1C | 64
NC(N)=N/N=C\c1ccc(Cl)cc1Cl | 69
CCOc1ccc(NC(=O)c2ccc([N+](=O)[O-])s2)c([N+](=O)[O-])c1 | 64
FC(F)(F)c1cc(N2CCC(n3cccc3)CC2)c2ccccc2n1 | 61
N#Cc1c2c(c(N3CCCCC3)n3c1nc1ccccc13)CCC2 | 57
Cc1ccccc1NC(=O)NCc1ccco1 | 53
O=C(Nc1cc(C(F)(F)F)cc(C(F)(F)F)c1)Nc1cc2ccccc2s1 | 56
CCN(CC)CCN(C(=O)c1ccc(S(=O)(=O)N(C)Cc2ccccc2)cc1)c1nc2cc3c(cc2s1)OCO3 | 82
COC(=O)c1ccc(NC(=O)Cc2csc(Nc3ccc(S(C)(=O)=O)cc3)n2)cc1 | 62
O=C(Nc1ccc2c(c1)C(=O)NC2=O)c1ccccc1Cl | 59
CC(C)N(C(=O)Cn1nc(-c2ccccc2)c2sc(N3CCOCC3)nc2c1=O)c1ccccc1 | 64
Cc1cc(C)cc(NC(=O)Cn2nc(C3CC3)c3cnn(-c4ccc(F)cc4)c3c2=O)c1 | 126
Cc1nn(CC(O)COc2ccc3ccccc3c2)c(C)c1Br (stereo not given) | 60
CC(=O)CC(c1ccccc1)c1c(O)c2ccccc2oc1=O (stereo not given) | 61&58
COc1cc(Br)cc2cc(C(=O)Nc3ccc(F)cc3)c(=O)oc12 | 63
O=C(CCc1csc(NS(=O)(=O)c2ccccc2)n1)NC1CC1 | 61
Cc1ccc2c(c1)N(C(=O)Cn1cnc3c(-c4ccc(Cl)cc4)csc3c1=O)CCO2 | 78
Cc1nnc(SCCC(=O)Nc2ccc(F)cc2)s1 | 73
O=C1CCN(Cc2ccccc2)C(=O)N1c1ccccc1 | 51
CCOc1ccc2nc(NC(=O)c3cc(-c4ccccc4)nc4ccccc34)sc2c1 | 53
CN(C1CCCCC1)S(=O)(=O)c1ccc(C(=O)N2CCN(c3nc4c(F)cc(F)cc4s3)CC2)cc1 | 53
O=[N+]([O-])c1cccc(-c2ccc(/C=C/c3nc4ccccc4s3)o2)c1 | 67
Cc1ccc(OCCC(=O)O)cc1 | 57
CC(C)c1nn(Cc2ccccc2Cl)c(=O)c2c1cnn2C(C)(C)C | 69
CCOC(=O)N1CCN(/C=C(\C#N)S(=O)(=O)c2ccccc2)CC1 | 46
Cc1nnc(NC(=O)CSc2nnc(-c3ccccc3Cl)o2)s1 | 71
CCN1CCN(c2ncnc3sc(C)c(-c4ccc(F)cc4)c23)CC1 | 72
O=C(COc1coc(CN2CCc3ccccc3C2)cc1=O)c1ccc(Cl)cc1 | 58

Some of these compounds in order of SMILES length, rising.
smiles | RMI-FANCM inh
Cc1ccc(OCCC(=O)O)cc1 | 57
Cc1nnc(NC(=O)CSc2nnc(-c3ccccc3Cl)o2)s1 | 71
CCN1CCN(c2ncnc3sc(C)c(-c4ccc(F)cc4)c23)CC1 | 72

(next part)
smiles | RMI-FANCM inh
CN(C)CCCN(C(=O)CCSc1ccccc1)c1nc2ccccc2s1 | 70
O=C(O)C1CCNCC1 | 60
O=C(Nc1ccc2ccccc2n1)c1ccccc1 | 56
CCOC(=O)N1CCN(CC(O)COc2c(F)cc(Br)cc2F)CC1 (stereo not given) | 58
Cc1nc(Nc2ccc(NC(=O)Nc3ccc(C)c(F)c3)cc2)cc(OC(C)C)n1 | 55
Cc1c(C(=O)C(=O)NCCc2ccc(S(N)(=O)=O)cc2)c2ccccc2n1C | 57
Cc1ccc(NC(=O)Cn2nc(-c3cccc(Br)c3)ccc2=O)c(C)c1 | 55
CCCCOc1ccc(-c2cc3c(=O)n(Cc4nc(-c5cccc(Cl)c5)no4)ccn3n2)cc1 | 114
COC(=O)c1cc(OC)c(OC)c(OC)c1N=CC(C(C)=O)=C(C)O | 60
Cn1cccc1C(CNC(=O)c1ccccc1)N1CCc2ccccc2C1 (stereo not given) | 71
COC(=O)C1CSC(c2ccc(Cl)cc2)=CC1N(C)C (stereo not given) | 54
